Rv3671c protease: Rv3671c (M. tuberculosis) protease inhibition | P9WHR9 | 0.048% of 320,000 active | inhibition, % at 5.96 µM; in the data active = inhibition above about 38%;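 also: extracellular domain of Rv3671c used as enzyme; 0% = enzyme with DMSO and 100% = no enzyme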
3CLpro inhibitor: SARS-CoV 3CLpro protease inhibition; recombinant SARS-CoV 3CLpro, quenched FRET peptide cleavage; P0C6X7; 0.14% of 290,000 active; inhibition, % at 6 µM; in the data active = inhibition above about 12%
VHR inh abs: blocks human VHR1 dual specificity phosphatase; AID 1654; recombinant VHR phosphatase, pNPP absorbance; inhibition, % at 13.3 µM; P51452; 0.52% of 290,000 active; in the data active = inhibition above about 50%; also: some compounds called inactive have numbers as strong as hits
Target sequence (P51452 whole entry, looked up): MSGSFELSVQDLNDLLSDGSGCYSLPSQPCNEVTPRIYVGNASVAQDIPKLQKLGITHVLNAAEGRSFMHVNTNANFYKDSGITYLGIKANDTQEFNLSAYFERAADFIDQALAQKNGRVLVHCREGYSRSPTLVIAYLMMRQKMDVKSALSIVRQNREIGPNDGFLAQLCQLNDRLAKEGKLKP
MazEF act: MazEF (E. coli) toxin RNase activation | activation, % at 20 µM | P0AE70 | FAM/BHQ RNA-DNA oligo cleavage fluorescence, 5 h | 0.32% of 350,000 active; in the data active = activation above about 50%
Target sequence (P0AE70 whole entry, looked up): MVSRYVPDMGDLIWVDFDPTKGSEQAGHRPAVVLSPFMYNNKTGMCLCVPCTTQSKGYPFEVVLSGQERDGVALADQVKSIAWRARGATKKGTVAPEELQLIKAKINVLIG
Mtb FBA inh: inhibitors of M. tuberculosis fructose-bisphosphate aldolase | 2.3% of 360,000 active | AID 588726 | P9WQA3 | purified M. tuberculosis FBA, fluorescence read-out | inhibition, % at 1 µM; in the data active = inhibition above about 27%;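 also: 0% = vehicle and 100% = reference inhibitor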
Target sequence (P9WQA3 whole entry, looked up): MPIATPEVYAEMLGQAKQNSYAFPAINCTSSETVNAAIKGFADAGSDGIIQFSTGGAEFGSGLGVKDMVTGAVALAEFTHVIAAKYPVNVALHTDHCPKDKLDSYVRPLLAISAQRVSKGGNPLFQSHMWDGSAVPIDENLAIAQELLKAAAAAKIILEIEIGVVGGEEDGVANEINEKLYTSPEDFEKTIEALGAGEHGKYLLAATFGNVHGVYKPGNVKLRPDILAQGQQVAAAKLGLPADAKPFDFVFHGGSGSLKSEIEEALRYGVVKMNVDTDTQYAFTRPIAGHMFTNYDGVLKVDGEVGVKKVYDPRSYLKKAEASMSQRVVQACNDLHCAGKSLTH
GDH-TPI inh: counter-screen for M. tuberculosis FBA inhibitors: GDH-TPI coupled enzymes; 1.2% of 360,000 active; inhibition, % at 4.8 µM; GDH-TPI coupled enzyme counterscreen, NADH absorbance; AID 588335; in the data active = inhibition above about 30%;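 also: 0% = DMSO wells and 100% = wells lacking the enzyme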
BioA inh: BioA (M. tuberculosis) enzyme inhibition; 0.096% of 360,000 active; purified M. tuberculosis BioA enzyme, plate reader; inhibition, % at 9.99 µM; in the data active = inhibition above about 40%
UGM FP inh: Mtb UDP-galactopyranose mutase inhibition; P9WIQ1; purified UGM, fluorescence polarization probe displacement; inhibition, % at 10 µM; 0.06% of 320,000 active; in the data active = inhibition above about 10%, passing the limit was not always enough
Target sequence (P9WIQ1 whole entry, looked up): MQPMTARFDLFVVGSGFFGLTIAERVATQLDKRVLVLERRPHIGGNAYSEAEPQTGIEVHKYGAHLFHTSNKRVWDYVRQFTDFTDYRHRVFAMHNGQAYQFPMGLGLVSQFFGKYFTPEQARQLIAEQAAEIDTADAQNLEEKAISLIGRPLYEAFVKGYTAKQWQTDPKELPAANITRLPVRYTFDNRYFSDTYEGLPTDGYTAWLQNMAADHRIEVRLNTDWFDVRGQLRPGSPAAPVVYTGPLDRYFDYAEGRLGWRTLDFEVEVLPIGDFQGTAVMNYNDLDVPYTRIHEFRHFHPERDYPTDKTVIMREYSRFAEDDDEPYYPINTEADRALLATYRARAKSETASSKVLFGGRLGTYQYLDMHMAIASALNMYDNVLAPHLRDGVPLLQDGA
Vc quorum ag: induces V. cholerae light production without autoinducers | V. cholerae BH1578 lux reporter, luminescence, 6 h | activation, % at 18.7 µM | 0.16% of 350,000 active; in the data active = activation mostly above about 9.7%, no sharp cut-off; also: not every result past the cut was called active; inactives centre near 0; reference of the scale not given here
PriA SSB inh: K. pneumoniae PriA-SSBct interaction inhibition. AlphaScreen SSBct-PriA binding, biotinylated peptide. inhibition, % at 33 µM. 0.6% of 430,000 active. AID 1272365; in the data active = inhibition mostly above about 37%, no sharp cut-off; inactive = mostly below about 20%;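 also: plate controls were negative control peptide for no effect and reference peptide for full effect; strong numbers were not always called active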
* marks the source's active call; other numbers are inactive results; i = inactive; . = not tested or not shown; & = joins results of further samples. The list is partial. The share of hits here may be higher or lower than overall.

SMILES	Rv3671c protease	3CLpro inhibitor	VHR inh abs	MazEF act	Mtb FBA inh	GDH-TPI inh	BioA inh	UGM FP inh	Vc quorum ag	PriA SSB inh
COc1cc(C(c2c(C)[nH][nH]c2=O)c2c(C)[nH][nH]c2=O)cc(OC)c1OC	-18.4	2.6	7.8	-5.5	-2.9	-1.3	.	0.2	-0.5	-3.4
O=C(CCn1cccc(C(F)(F)F)c1=O)Nc1cccc(C(F)(F)F)c1	-4.0	-0.2	1.4	1.8	1.6	2.2	-2.8	-2.1	-0.7	-12.2
Cc1ccccc1C(=O)N/N=C1\SCC(=O)N1Cc1ccco1	5.8	0.7	8.5	9.4	1.4	2.2	.	3.0	-0.2	.
O=C(OCN1C(=O)c2ccccc2C1=O)c1cc(S(=O)(=O)N2CCOCC2)ccc1F	.	.	.	-1.9	1.6	6.0	-0.3	.	-0.9	-4.1
COc1ccc(CC(NC(C)=O)C(=O)NC2CCN(C(=O)c3cc(OC)c(OC)c(OC)c3)CC2)cc1 (configuration not stated)	4.3	0.1	16.6	7.8	2.9	-2.5	.	-3.0	-0.1	-8.7
COc1ccc2c(c1)[n+](=O)c(C(C)=O)c(C)n2[O-]	1.6	-1.9	-6.6	2.4	7.4	-5.8	-1.8	-1.0	-0.4	-10.4
O=C1CN2Cc3c(ccc(Cl)c3Cl)N=C2N1	-0.8	.	.	-13.4	.	.	.	2.3	.	4.0
O=CNc1cc(-c2ccsc2)cn2c(-c3ccccc3)cnc12	.	.	.	.	-1.2	8.0	-0.5	.	-1.3	.
Cn1cc(C(=O)N/N=C/c2cccs2)c2ccccc21	-5.8	0.8	9.0	4.8	-0.8	42.7*	-3.1	-0.6	i	.
COc1ccc(C(=O)CC(=O)C(=O)Nc2ccccc2C(F)(F)F)cc1	12.3	2.6	10.0	1.2	3.9	25.0	-2.2	1.2	i	2.2
CC1CCN(CCOc2ccc(OCc3ccccc3)cc2)CC1	3.6	5.3	-7.0	-2.2	1.4	9.7	-2.9	1.1	i	-2.5
O=C(CSc1nc2scc(-c3ccccc3)c2c(=O)[nH]1)Nc1ccccc1	-24.9	-4.6	2.3	-2.2	33.3*	15.0	0.0	-0.4	-0.4	2.3
O=C1NN=COc2ccccc21	4.9	-5.3	7.6	-2.7	8.1	7.5	.	2.3	i	-12.6
O=C(Nc1cccc2ccccc12)C1CCCC1	.	-3.1	7.4	4.9	-4.5	6.5	-3.4	1.0	i	-15.3
O=C(Nc1ccc(Cl)cc1)C1CCN(C(=O)NC2CCCCC2)CC1	-8.0	3.1	39.9	1.2	1.3	4.6	-1.4	-2.3	-0.3	-3.3
O=C1CCN(CCc2ccccc2)CCN1[C@H](COc1ccccc1)Cc1ccccc1	-8.7	-5.8	20.5	-13.2	4.5	5.1	-3.3	0.6	i	19.1
O=C(N/N=C/c1coc2ccccc2c1=O)c1cn(-c2ccccc2)nc1-c1ccc(F)cc1	-4.9	0.5	-1.6	-0.5	-0.1	3.0	-0.4	-0.5	-3.8	.
COc1ccc(C(=O)NCCc2c[nH]c3ccccc23)cc1	-4.9	3.1	3.6	13.2	-2.0	12.4	4.2	0.3	-1.3	5.3
COc1ccc(NC(=O)C(Cc2ccccc2)n2cccc2)c(OC)c1 (configuration not stated)	-1.8	-2.0	8.4	-0.7	2.0	-1.2	-0.4	2.6	0.5	3.6
Cc1cc(Br)c2c(c1)/C(=C/C(=O)c1cccs1)C(=O)N2	-8.8	1.7	24.7	15.5	-2.3	8.5	.	-1.8	-0.4	-21.9
O=C(N/N=C\c1cccs1)c1sccc1-n1cccc1	3.6	4.4	9.3	2.1	-9.4	19.9	.	3.1	0.4	.
COc1cc(C(=O)N2CCCCC2c2cc(C(=O)Nc3ccccc3)no2)cc(OC)c1C (configuration not stated)	.	.	.	.	0.5	5.4	-1.2	.	-3.3	.
COCCN(CC(=O)Oc1ccccc1P(=O)(OC)OC)Cc1ccccc1	11.2	-0.6	15.5	10.2	-0.4	-4.7	3.0	2.3	-0.4	-4.1
COc1cccc(NC(=O)N2CCC(N3CCCCC3)CC2)c1	0.1	-6.4	-4.6	11.4	-1.4	4.1	8.3	1.2	i	-19.6

Quoted from the listing:
MazEF act with O=C(OCN1C(=O)c2ccccc2C1=O)c1cc(S(=O)(=O)N2CCOCC2)ccc1F is entered as -1.9
Mtb FBA inh with O=CNc1cc(-c2ccsc2)cn2c(-c3ccccc3)cnc12 is entered as -1.2
3CLpro inhibitor with COc1ccc(C(=O)CC(=O)C(=O)Nc2ccccc2C(F)(F)F)cc1 is entered as 2.6

Additional entries
SMILES	Rv3671c protease	3CLpro inhibitor	VHR inh abs	MazEF act	Mtb FBA inh	GDH-TPI inh	BioA inh	UGM FP inh	Vc quorum ag	PriA SSB inh
CCc1ccc(NC(=O)COc2coc(CN3CCN(c4ccccc4)CC3)cc2=O)cc1	0.5	.	.	1.3	2.5	1.4	0.5	-1.0	-1.4	-9.8
C=CCn1cccc(C(=O)Nc2ccc(C)c(C)c2)c1=O	-18.1	-1.7	19.7	-4.5	1.8	27.0	-0.2	-1.3	6.2	-7.2
CC(C)(C)Cc1nnc(NC(=O)Cc2cccs2)s1	-5.7	-0.6	15.1	11.5	-4.6	-1.9	.	0.6	-0.2	4.1
C#CCNC(=O)C1=C[C@H](c2ccc(C(F)(F)F)cc2)C[C@H](OCCCCO)O1	2.6	1.7	10.3	8.1	-1.4	-3.1	0.2&-1.8	-0.1	i	1.3
CC(C)CNC(=O)[C@@H]1CSC2c3ccccc3C(=O)N21 (some centres not stated)	.	-2.1	-34.8	4.4	1.3	-5.7	-1.4	2.5	i	2.2
CCc1ccc(NC(=O)C2CCN(S(=O)(=O)c3ccc4[nH]c(=O)ccc4c3)CC2)cc1	-1.7	2.7	21.2	-88.7	6.5	9.9	-3.1	-0.2	-0.4	-1.7
CCOc1cc(C=O)ccc1OCc1cc(=O)n2cc(C)ccc2n1	9.9	1.4	19.9	13.1	6.1	23.2	.	1.0	-0.2	-5.6
Cn1cc(CN2CCC(C(=O)N3CCCCC3)CC2)c(-c2ccccc2F)n1	-10.7	0.4	-0.6	2.9	3.1	5.0	-0.3	1.4	-0.4	10.6
CC1(C)C2CC=C(/C=N/NC(=O)c3ccccc3O)C1C2 (configuration not stated)	9.7	-1.0	-7.4	-9.8	1.3	6.9	-0.8	-0.8	-0.5	.
C[C@@H]1CN([C@H](C)CO)C(=O)c2cc(Br)cnc2O[C@@H]1CN(C)C(=O)Nc1cccc(F)c1	.	.	.	4.3	4.0	7.2	-1.1&2.0	.	-0.7	.
O=C(c1cn(-c2ccccc2)nc1-c1cccnc1)N1CCN(S(=O)(=O)c2ccccc2F)CC1	-8.1	.	.	-2.1	-0.7	2.9	-1.2	1.3	i	7.3
CC1(C(=O)NS(=O)(=O)Cc2ccccc2C(F)(F)F)CCN1C(=O)c1cccc(F)c1 (configuration not stated)	.	.	.	.	6.5	13.3	-0.8	.	-0.1	.
CCCc1nc2ccccc2c(C(=O)OCC(=O)NC2CC2)c1CC	-3.8	.	.	10.2	-0.4	2.5	0.4	3.3	-0.4	1.3
Cc1cc(C)c2nc(N(CCCN(C)C)C(=O)c3ccc4c(c3)OCCO4)sc2c1	1.9	.	.	-2.2	3.2	6.2	-0.8	-0.2	i	0.8
CCOC(=O)c1cc(NC(=O)c2ccc(OC)cc2)c(=O)oc1-c1ccccc1	2.1	2.0	16.5	-7.8	3.8	10.7	3.3	0.6	-3.8	-15.2
NNC(=O)c1oc2nc(-c3ccco3)cc(-c3ccco3)c2c1N	-1.1	-6.8	28.8	-1.2	7.5	23.6	-1.5	0.5	-0.7	37.1
Cc1ccc(N=Cc2c(O)ccc3ccccc23)cc1F	-4.3	2.1	-2.5	-26.7	0.3	3.3	.	3.1	-0.3	-8.7
Cc1nnc(SCc2ccc([N+](=O)[O-])cc2)[nH]c1=O	3.5	2.2	10.6	7.6	1.1	-4.8	.	-0.3	-0.6	-4.0
Cc1ccc(NC(=O)c2oc3c(c2C)C(=O)CC(C)(C)C3)cc1	0.0	-1.1	5.0	6.7	-1.4	8.7	1.5	-3.8	-0.3	-7.8
NC(=O)CNC(=O)[C@@H]1CC2(CC(c3ccccc3)=NO2)CN1C(=O)c1ccc(Br)cc1 (some centres not stated)	7.5	-2.4	13.0	4.8	2.6	-0.4	-0.8	0.5	i	-7.3
CCOC(=O)C1CN(S(=O)(=O)c2ccc(Cl)cc2)c2cc(S(=O)(=O)CC)ccc2O1 (configuration not stated)	4.4	2.3	17.6	-10.0	1.3	5.0	.	3.8	-0.2	-3.3
Cc1ccc(CCNC(=O)C2CCN(S(=O)(=O)c3cccc4cccnc34)CC2)cc1	-8.6	-1.8	-3.6	13.7	-2.2	1.3	-0.6	-1.2	-0.9	6.6
CN(C(=O)c1cccc(NC(=O)Cc2ccc(NC(=O)C3CCN(C(=O)CCc4ccccc4)CC3)cc2)c1)C1CCCCC1	.	.	.	-15.2	1.4	5.2	-2.5	.	-0.9	-12.3
CCOC(=O)c1ccc(NC(=O)CSc2nc3ncccc3[nH]2)cc1	-8.8	3.5	7.5	0.3	0.2	-5.2	0.9	1.2	i	4.4
O=S(=O)(Nc1ncnc2scc(-c3ccc(F)cc3)c12)c1cc(F)ccc1F	1.2	-0.3	15.2	1.8	3.7	8.2	.	2.4	i	-7.0
COc1ccc(C(=O)Nc2c(Cl)cc(Cl)cc2C(=O)N2CCOCC2)cc1	2.9	-4.8	14.9	5.5	1.9	3.1	.	-1.3	3.3	-1.1
Cc1ccc(S(=O)(=O)N2CCN(C(=O)CN3C(=O)c4ccccc4C3=O)CC2)c(C)c1	-4.6	.	.	-1.6	-4.5	1.8	0.5	0.2	-3.8	-5.4
Cc1ccc(S(=O)(=O)N2CCC(C(=O)OCC(=O)N(Cc3ccccc3)C(C)(C)C)CC2)cc1C	-1.5	.	.	1.3	3.7	8.8	-0.4	.	-0.1	-2.9
CN(CC(=O)Nc1ccc(Cl)c(Cl)c1)C(=O)/C=C/c1ccc(F)cc1	1.0	-3.0	13.6	11.4	1.1	6.4	-1.3	0.3	-0.1	-9.2
Cc1cc(C2=NNC(=NCCc3ccccc3)SC2)c(C)n1CC1CCCO1 (configuration not stated)	10.8	0.8	19.9	13.7	0.1	2.5	-0.5	2.3	-0.6	-13.1
COc1ccc(Oc2c(C(F)(F)F)oc3cc(OCC(=O)O)ccc3c2=O)cc1	-8.4	-5.1	-2.0	4.2	2.4	-6.4	0.7	0.5	0.5	-1.9
O=C(/C=C/c1ccccc1)NCCc1ccc2c(c1)OCCO2	-5.7	1.8	9.0	1.4	0.5	8.4	.	.	-3.7	-9.9
COc1cccc(C(=O)Nc2ccc(N(C)C)cc2)c1OC	-0.3	7.8	-3.8	0.2	0.9	9.3	-2.3	1.9	i	4.0
O=C(COC(=O)/C=C/c1cn(-c2ccccc2)nc1-c1ccc2c(c1)OCCO2)NC1CCS(=O)(=O)C1 (configuration not stated)	-105.2	1.4	22.6	22.9	-1.0	15.9	-0.6	-4.5	-0.4	0.9
CC(=O)O[C@@]12CO[C@@H]1C[C@H](OC1OCC(O)C(O)C1O)[C@@]1(C)C(=O)[C@H](O)C3=C(C)[C@@H](OC(=O)[C@H](O)[C@@H](NC(=O)c4ccccc4)c4ccccc4)C[C@@](O)([C@@H](OC(=O)c4ccccc4)C12)C3(C)C (some centres not stated)	-5.0	0.3	8.8	14.2	0.7	1.4	1.5	-0.1	-0.4	-13.8

Two entries from above, as labelled records.
SMILES: Cc1cc(C2=NNC(=NCCc3ccccc3)SC2)c(C)n1CC1CCCO1 (configuration not stated)
  Rv3671c protease = 10.8	3CLpro inhibitor = 0.8	VHR inh abs = 19.9	MazEF act = 13.7	Mtb FBA inh = 0.1	GDH-TPI inh = 2.5	BioA inh = -0.5	UGM FP inh = 2.3	Vc quorum ag = -0.6	PriA SSB inh = -13.1
SMILES: O=S(=O)(Nc1ncnc2scc(-c3ccc(F)cc3)c12)c1cc(F)ccc1F
  Rv3671c protease = 1.2	3CLpro inhibitor = -0.3	VHR inh abs = 15.2	MazEF act = 1.8	Mtb FBA inh = 3.7	GDH-TPI inh = 8.2	BioA inh = .	UGM FP inh = 2.4	Vc quorum ag = i	PriA SSB inh = -7.0

Source: PubChem (several laboratories)
